HSP90 inh – blocks HSP90-mediated luciferase refolding in reticulocyte lysate; Rabbit reticulocyte lysate, luciferase refolding luminescence, 3 h; inhibition, % at 5.6 µM; 290,000 compounds, 0.91% hits;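 active = inhibition above the screen-wide mean plus 3 SD, computed separately per campaign, cut at about 16% in these data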;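 also: 0% = DMSO wells and 100% = 60 µM geldanamycin wells; inhibitors lower the luminescence because luciferase stays unfolded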
Platelet DG rel – modulates dense granule release in human platelets; human platelet-rich plasma, SFLLRN dense granule ATP release, luminescence; AID 1663; inhibition, %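 (compounds screened at 7.5 µM in platelet-rich plasma)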; 300,000 compounds, 0.22% hits;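 active = mean replicate score, as percent of positive control, at or above 50; inconclusive = mean below 50 but at least one replicate at or above 50; inactive = mean and every replicate below 50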
HIF act – HIF pathway transcriptional activation; U2OS HRE-luciferase reporter, luminescence; normalized: DMSO 0%, desferrioxamine 100%; activation, % at 7.5 µM (by protocol); 300,000 compounds, 0.32% hits;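 active = mean activation of at least 10% of the iron chelator positive control signal, with at least half of replicates also reaching 10%; inconclusive = mean and replicate majority disagree about reaching 10%; inactive = mean and most replicates under 10%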
HDAC3 inhib – inhibitors of human histone deacetylase 3; O15379; recombinant HDAC3, fluorogenic peptide/trypsin coupled, fluorescence; inhibition, % at 8.3 µM; 320,000 compounds, 0.15% hits; AID 2718; in the data active = inhibition above about 26%, passing the limit was not always enough; inconclusive = no clear call, values can overlap the other calls
Target sequence (O15379 whole entry, looked up): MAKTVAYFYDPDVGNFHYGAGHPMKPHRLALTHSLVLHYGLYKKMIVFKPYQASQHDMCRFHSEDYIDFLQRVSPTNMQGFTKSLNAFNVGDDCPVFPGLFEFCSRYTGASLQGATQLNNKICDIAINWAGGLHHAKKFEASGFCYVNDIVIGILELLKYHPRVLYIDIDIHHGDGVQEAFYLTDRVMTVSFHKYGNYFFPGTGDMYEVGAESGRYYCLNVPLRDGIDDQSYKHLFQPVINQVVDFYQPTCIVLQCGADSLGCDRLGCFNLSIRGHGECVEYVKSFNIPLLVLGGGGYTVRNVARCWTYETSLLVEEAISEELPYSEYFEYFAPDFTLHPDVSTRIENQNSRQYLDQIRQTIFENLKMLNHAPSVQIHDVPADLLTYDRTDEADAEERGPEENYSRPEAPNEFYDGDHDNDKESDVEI
AI-2 QS mod – modulators of Vibrio harveyi AI-2 quorum sensing system; Vibrio harveyi JMH597 AI-2 luminescence/OD600 ratio, 9 h; hits give low values; strain lacks LuxN and CqsS sensors; 0 = neutral-control median; activity change, % at 7.5 µM; 300,000 compounds, 0.4% hits; in the data active = activity change below about -75%, passing the limit was not always enough; inconclusive = no clear call, values can overlap the other calls;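 also: luminescence divided by OD600 gain over 9 h not by final OD600 alone; inactives centre near 13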
aSyn 5UTR inh – 5' untranslated region of α-synuclein, MLPCN primary screen | inhibition, % (tested at 7.5 µM) | alpha-synuclein 5'UTR reporter, inhibitor activity | 300,000 compounds, 0.82% hits; in the data active = inhibition above about 60%; inconclusive = no clear call, values can overlap the other calls;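 also: H4 neuroglioblastoma cells stably carrying SNCA 5'UTR luciferase fusion; 0% = DMSO wells and 100% = positive control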
HSF1 inhib – HSF1 inhibition. NIH3T3-HGL HSE-luciferase, MG132-induced, luminescence 8 h; hits give low values. 300,000 compounds, 0.77% hits. activity change, negative = inhibition, % at 7.5 µM (by protocol). AID 2098;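 active = more than half of replicate wells show activity change below -50%, luminescence cut by over half; inconclusive = some wells, but at most half, below -50%; inactive = no replicate well below -50%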;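 also: luciferase reports HSF-1 transcriptional activity via heat shock element; 0% = median of DMSO wells and -100% = zero luminescence signal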
IEC-6 tox – IEC-6 cytotoxicity, counter-screen for KLF5 inhibitors; luminescence viability; inhibition, % at 5 µM; 290,000 compounds, 0.78% hits; AID 1825; in the data active = inhibition above about 22%;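 also: 0% = plate median of test compound wells and 100% = cytotoxic reference compound wells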
KLF5 inh – suppresses KLF5 promoter-driven expression; DLD-1 KLF5 promoter-luciferase reporter, luminescence; 290,000 compounds, 0.23% hits; inhibition, % at 5 µM;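 active = inhibition above a per-plate limit of that plate's mean compound inhibition plus 3 SD, cut at about 60% in these data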;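 also: 0% = DMSO wells and 100% = LY294002 at 200 µM; higher means less KLF5 promoter-driven luciferase light; inactives centre near -14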
HSF1 activator – increases HSF-1 driven luciferase reporter signal | activation, % at 9 µM | 300,000 compounds, 1.7% hits | NIH3T3-HGL HSF-1 luciferase reporter, MG132, 8 h; 100% = twice DMSO control signal;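 active = mean replicate activation of at least 50% with a set share of replicates each reaching 50%; inconclusive = only one of those two conditions met; inactive = mean below 50% and too few replicates reaching it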;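 also: 0% = median of the neutral control wells and 100% = twice that signal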
* marks the source's active call; other numbers are inactive results; u = inconclusive; x = no result given.

#1 Cc1cc(C)cc(N(CC(=O)N2CCC(C)CC2)S(=O)(=O)c2ccccc2)c1
#2 CCOc1ccc(/C=C/C(=O)C(C(N)=O)=C2SCCS2)cc1
#3 CCOC(=O)c1n[nH]n(-c2cc(Cl)cc(Cl)c2)c1=O
#4 COc1ccccc1/C=N/NC(=O)C(C)Cn1cnc2ccccc21 (centres undefined)
#5 O=C(OCC1OC2C(Oc3nc(=O)ccn32)C1O)c1ccccc1 (centres undefined)
#6 COc1ccc(OC(=O)/C=C/c2ccc([N+](=O)[O-])cc2)cc1

Compound	1	2	3	4	5	6
HSP90 inh	2	-1	0	-1	-1	3
Platelet DG rel	6	-1	-18	12	-4	-2
HIF act	0.1	2.0	0.1	0.1	-0.2	3.1
HDAC3 inhib	7	6	-3	5	0	-4
AI-2 QS mod	-7	13	23	-3	15	20
aSyn 5UTR inh	-14	-162	-18	-5	-2	-9
HSF1 inhib	4	49	0	-10	-4	-40
IEC-6 tox	-3	4	-1	9	3	4
KLF5 inh	-9	-57	-15	-17	-4	-2
HSF1 activator	21	75*	1	11	-3	-52

#7 COc1ccccc1N1CCN(C2CCCCC2NS(=O)(=O)c2ccc(Cl)cc2)CC1 (centres undefined)
#8 C=CCNc1nc2ccccc2c(=O)[nH]1
#9 O=C1CC(=C2c3ccccc3-c3ccccc32)C(=O)N1CCN1CCN(c2cccc(Cl)c2)CC1
#10 CC1CCc2sc3nc(NCc4ccco4)n4ncnc4c3c2C1 (centres undefined)
#11 CCN1C(=O)C2(/C(=C(\O)c3ccc4c(c3)OCCO4)C(=O)C(=O)N2CCCOC)c2ccccc21 (centres undefined)
#12 O=C(Nc1ccc(C(=O)N2CCCC2)cc1)Nc1ccc(Cl)cc1Cl

Compound	7	8	9	10	11	12
HSP90 inh	3	-2	4	4	-1	3
Platelet DG rel	-5	8	10	19	-4	-14
HIF act	x	-0.4	0.3	0.0	-0.4	-0.2
HDAC3 inhib	4	-1	0	4	4	-1
AI-2 QS mod	40	20	11	12	11	17
aSyn 5UTR inh	15	21	4	-10	-6	19
HSF1 inhib	7	-2	11	5	-10	-4
IEC-6 tox	-1	-3	1	3	-6	-1
KLF5 inh	1	-5	-21	10	-12	-24
HSF1 activator	21	-1	12	8	-7	-16

#13 CCOC(=O)c1cnc(-c2ccccc2)nc1N1CCOCC1
#14 O=C(NCc1ccncc1)C(=O)NCC(c1ccco1)N1CCN(c2ccccc2F)CC1 (centres undefined)
#15 O=C(NCc1cccc(C(F)(F)F)c1)C1CC2Cn3c(nc4ccccc43)C2N1Cc1ccccc1 (centres undefined)
#16 Oc1ccc(/C=N/NC(=S)NC2CC3CCC2C3)cc1 (centres undefined)
#17 Cc1ccc(OCC(=O)NNC(=O)CSc2ncnc3sc(C)c(C)c23)cc1
#18 CCC1CN(C(=O)N2CCC(C(=O)NCc3ccco3)CC2)c2ccccc2O1 (centres undefined)

Compound	13	14	15	16	17	18
HSP90 inh	3	-1	x	1	3	-5
Platelet DG rel	9	-41	1	-1	1	-5
HIF act	0.0	-0.3	0.0	u	-1.5	-0.4
HDAC3 inhib	3	1	-4	17	5	-2
AI-2 QS mod	1	-22	17	22	8	5
aSyn 5UTR inh	10	10	20	-50	34	-18
HSF1 inhib	-9	1	1	34	-23	-5
IEC-6 tox	10	-4	x	0	-3	-2
KLF5 inh	-26	-10	x	-39	-23	-13
HSF1 activator	-22	22	14	27	-32	8

Of the compounds above, these have a Cl atom:
#3 CCOC(=O)c1n[nH]n(-c2cc(Cl)cc(Cl)c2)c1=O
#7 COc1ccccc1N1CCN(C2CCCCC2NS(=O)(=O)c2ccc(Cl)cc2)CC1 (centres undefined)
#9 O=C1CC(=C2c3ccccc3-c3ccccc32)C(=O)N1CCN1CCN(c2cccc(Cl)c2)CC1
#12 O=C(Nc1ccc(C(=O)N2CCCC2)cc1)Nc1ccc(Cl)cc1Cl

Compound	3	7	9	12
HSP90 inh	0	3	4	3
Platelet DG rel	-18	-5	10	-14
HIF act	0.1	x	0.3	-0.2
HDAC3 inhib	-3	4	0	-1
AI-2 QS mod	23	40	11	17
aSyn 5UTR inh	-18	15	4	19
HSF1 inhib	0	7	11	-4
IEC-6 tox	-1	-1	1	-1
KLF5 inh	-15	1	-21	-24
HSF1 activator	1	21	12	-16

(cont.)
#19 Cc1ccc(-c2nnn(CC(=O)N3CCCCC3)n2)cc1
#20 CCOC(=O)C1=C(CN2c3ccccc3CC2C)NC(=O)NC1c1ccccc1 (centres undefined)
#21 CCOC(=O)c1c(C)oc2ccc(OC(=O)COc3c(F)c(F)c(F)c(F)c3F)cc12
#22 COc1ccccc1CC(NC(C)=O)C(=O)NC1CCN(C(=O)c2ccc(C)cc2)CC1 (centres undefined)
#23 C=CCSc1ncccc1C(=O)O
#24 COc1ccc(C(=O)NN(C)c2nc(-c3ccccc3)cc(C)c2S(C)(=O)=O)cc1

Compound	19	20	21	22	23	24
HSP90 inh	-5	-3	0	-1	1	3
Platelet DG rel	-5	5	-2	-2	-3	16
HIF act	-39	-5.9	0.1	0.9	0.3	-0.3
HDAC3 inhib	0	13	-3	24	0	4
AI-2 QS mod	13	10	2	x	3	25
aSyn 5UTR inh	-13	15	-10	-27	-22	11
HSF1 inhib	3	-15	-4	-9	-3	12
IEC-6 tox	-6	0	-1	-7	2	1
KLF5 inh	-43	-8	-40	-5	27	-7
HSF1 activator	35	5	0	3	-4	20

#25 O=C(Nc1ccc(-c2cccc(F)c2)cc1)C1CCCN(Cc2ccccn2)C1 (centres undefined)
#26 CCOc1ccc(NC(=O)c2ccc(NC(=O)COC(=O)Cc3ccc(OC)cc3)cc2)cc1
#27 c1cn(-c2ncnc3sc4c(c23)CCCC4)cn1
#28 Cc1ccc(S(=O)(=O)Cn2nnnc2C(C(C)C)N2CCc3ccccc3C2)cc1 (centres undefined)
#29 Cc1cccc(NC(=O)c2ccc(S(=O)(=O)N(C)C)cc2)n1
#30 Cc1onc(-c2ccccc2)c1C(=O)N1CCN(Cc2ccccc2)CC1

Compound	25	26	27	28	29	30
HSP90 inh	-2	-2	-1	4	-1	-4
Platelet DG rel	-1	-4	4	7	x	-4
HIF act	-0.1	1.8	-0.2	0.1	x	-0.5
HDAC3 inhib	1	-5	3	6	1	-2
AI-2 QS mod	14	24	23	26	26	17
aSyn 5UTR inh	-5	-93	18	-22	x	4
HSF1 inhib	8	16	-9	5	x	-13
IEC-6 tox	1	-6	1	-3	-3	-4
KLF5 inh	-31	-52	-14	2	-44	-16
HSF1 activator	30	27	-16	8	x	-23

#31 C=C1C2(C(=O)Nc3ccc(SC(F)F)cc3)CCC(C2)C1(C)C (centres undefined)
#32 CC(C)(C)c1ccc(C(=O)NCCCNC(=O)c2cccnc2)cc1
#33 OC(CN1CCOCC1)CN1CCOCC1
#34 CN(C)S(=O)(=O)n1cc(/C=C(\NC(=O)c2ccccc2Cl)C(=O)NCCN2CCOCC2)c2ccccc21
#35 O=C(COC(=O)CNS(=O)(=O)c1ccc2ccccc2c1)Nc1ccccc1Sc1ccccc1
#36 Cc1noc(C)c1CSc1nnc2scc(-c3ccccc3)n12

Compound	31	32	33	34	35	36
HSP90 inh	2	1	-4	-2	-8	0
Platelet DG rel	-3	6	-27	-3	5	-7
HIF act	0.1	1.2	-0.2	-1.1	-0.4	0.7
HDAC3 inhib	x	6	-3	-5	2	-6
AI-2 QS mod	8	-1	8	-12	16	26
aSyn 5UTR inh	12	-1	10	-13	13	27
HSF1 inhib	10	10	-2	2	-6	-3
IEC-6 tox	-6	8	-11	3	1	-2
KLF5 inh	-36	-47	-31	-4	4	-40
HSF1 activator	-1	5	-2	24	3	-9

#37 Cc1ccc(-n2c(=S)[nH]c3c(oc4ccccc43)c2=O)cc1
#38 O=C(Nc1nnc(S(=O)(=O)N2CCCCC2)s1)c1cccc(Br)c1
#39 COC(=O)C1=C(C)N(c2ccccc2)C(=S)NC1c1ccccc1C(F)(F)F (centres undefined)
#40 COc1ccc(/C=C2/C(=N)N3N=C(CC(=O)N4CCCC4)SC3=NC2=O)cc1OC
#41 CCSc1nnc(-c2cc(Br)ccc2N=Cc2c(C)[nH]n(-c3ccccc3)c2=O)c(=O)[nH]1
#42 CC(C)c1cc(C(=O)Nc2cc(Cl)ccc2O)no1

Compound	37	38	39	40	41	42
HSP90 inh	4	-1	-1	0	1	0
Platelet DG rel	4	0	-9	-5	2	-1
HIF act	1.4	0.0	-0.7	-1.0	-0.5	2.9
HDAC3 inhib	-5	-8	4	4	3	12
AI-2 QS mod	1	19	20	13	4	14
aSyn 5UTR inh	-100	-14	30	-4	3	-290
HSF1 inhib	-8	-3	-3	2	11	21
IEC-6 tox	5	5	-2	7	8	1
KLF5 inh	-102	-36	-22	-4	-10	-94
HSF1 activator	-4	3	0	-4	16	u

#43 C[C@H](NC(=O)c1ccco1)C(=O)Nc1ccc(C#N)cc1
#44 COc1cc2c(cc1OC)C1=C(C#N)CCC(=O)N1CC2
#45 CCOc1ccccc1CNc1nc2nc3c(c(=O)n2[nH]1)CCC3
#46 CCCC[C@H]1COCCS(=O)(=O)N1Cc1ccc(C)cc1
#47 CC(C)(O)C#Cc1ccc(CN2CCN(Cc3ccccc3)C(CCO)C2)cc1 (centres undefined)
#48 Cc1cccc(-n2nnnc2SCC(=O)Nc2ccc(N3CCN(C)CC3)cc2)c1

Compound	43	44	45	46	47	48
HSP90 inh	-1	1	8	-4	-1	0
Platelet DG rel	-6	-1	0	-2	-5	-2
HIF act	-0.3	1.1	-0.5	-0.2	0.0	0.7
HDAC3 inhib	4	-2	0	4	-3	6
AI-2 QS mod	11	19	23	5	0	4
aSyn 5UTR inh	-9	50	7	10	-3	6
HSF1 inhib	-2	-4	0	5	2	0
IEC-6 tox	8	7	-2	-4	-1	7
KLF5 inh	12	5	-22	-38	-49	-16
HSF1 activator	-3	-4	7	7	6	7

#49 Cc1ccc(CCC(=O)Nc2ccc([N+](=O)[O-])cc2)o1
#50 O=C(CSc1ccccc1)Nc1ccc(N2CCOCC2)c(F)c1
#51 C=CCOc1ccc(C2/C(=C(\O)c3c(C)[nH]c(C(=O)OC)c3C)C(=O)C(=O)N2CCN(C)C)cc1 (centres undefined)
#52 CCOC(=O)c1cnc(SCC(=O)OC)nc1N
#53 CC1(C)CC(C)(c2ccc(O)cc2O)N(c2ccc3ccccc3c2)C(=S)N1 (centres undefined)
#54 COc1cccc(CNC(=O)c2cnc(-c3ccccn3)nc2C(F)(F)F)c1
#55 Cc1ccc2c(CN3CC(C)CC(C)C3)cc(=O)oc2c1 (centres undefined)
#56 Cc1cccc(N2CCN(S(=O)(=O)c3cc(-c4cc(C)no4)ccc3C)CC2C)c1 (centres undefined)

Compound	49	50	51	52	53	54	55	56
HSP90 inh	-3	-5	2	-1	-2	2	1	-6
Platelet DG rel	3	-4	1	-1	x	2	x	-9
HIF act	0.0	3.0	-0.4	2.1	x	-0.2	-0.1	1.3
HDAC3 inhib	-9	7	0	3	2	8	5	1
AI-2 QS mod	-91*	28	16	25	0	5	21	13
aSyn 5UTR inh	-9	-99	-34	-13	x	-17	41	11
HSF1 inhib	3	26	-16	3	x	-5	4	15
IEC-6 tox	-1	0	0	0	6	4	5	50*
KLF5 inh	-2	-129	-27	-9	-22	11	-3	30
HSF1 activator	-1	42	4	4	x	8	2	22

Source: PubChem BioAssay

Not a hit list, and some 5% of all compounds hit somewhere here.
